C8 TRAIL sens: viability loss with TRAIL in NB7+C8 cells, primary screen, TRAIL sensitizer project, cell-based, ATPlite luminescence. inhibition (viability loss, TRAIL sensitization), % at 10 µM. AID 624354, 2012. 360,000 compounds, 1% hits;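 active means compounds causing at least 50% loss of cell viability in the single-dose screen, relative to plate controls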
TWEAK Fn14 block: inhibitors of TWEAK-Fn14 signaling, primary screen, luciferase reporter cells, uHTS; TWEAK-stimulated Fn14 reporter cells, luciferase luminescence, 8 h; inhibition, % at 10 µM; 360,000 compounds, 2% hits; in the data active means inhibition above about 50%
LMP1 NFkB inh: EBV LMP1-driven NF-kappaB luciferase reporter inhibitors, primary screen, cell-based, luminescence, single point | AID 504558, 2011 | inhibition, % at 12.5 µM | LMP1-induced NF-kappaB luciferase reporter cells | 350,000 compounds, 0.69% hits; in the data active means inhibition above about 41%;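 further: 0% = neutral control wells and 100% = reference inhibitor control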
LRH-1 inv ag: LRH-1 (NR5A2) inverse agonists, primary screen, cell-based, luminescence, HEK293T, StAR-luciferase reporter. AID 602396, 2012. Nuclear receptor subfamily 5 group A member 2 (Homo sapiens), O00482. LRH-1 transfected, 24 h. inhibition, % at 3.6 µM. 360,000 compounds, 0.13% hits;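 active means inhibition above the mean inhibition of all tested compounds plus 3 SD, cut at about 73% in these data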;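 further: 0% = DMSO wells and 100% = reporter-only cells lacking LRH-1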
Target sequence (O00482 whole entry, looked up): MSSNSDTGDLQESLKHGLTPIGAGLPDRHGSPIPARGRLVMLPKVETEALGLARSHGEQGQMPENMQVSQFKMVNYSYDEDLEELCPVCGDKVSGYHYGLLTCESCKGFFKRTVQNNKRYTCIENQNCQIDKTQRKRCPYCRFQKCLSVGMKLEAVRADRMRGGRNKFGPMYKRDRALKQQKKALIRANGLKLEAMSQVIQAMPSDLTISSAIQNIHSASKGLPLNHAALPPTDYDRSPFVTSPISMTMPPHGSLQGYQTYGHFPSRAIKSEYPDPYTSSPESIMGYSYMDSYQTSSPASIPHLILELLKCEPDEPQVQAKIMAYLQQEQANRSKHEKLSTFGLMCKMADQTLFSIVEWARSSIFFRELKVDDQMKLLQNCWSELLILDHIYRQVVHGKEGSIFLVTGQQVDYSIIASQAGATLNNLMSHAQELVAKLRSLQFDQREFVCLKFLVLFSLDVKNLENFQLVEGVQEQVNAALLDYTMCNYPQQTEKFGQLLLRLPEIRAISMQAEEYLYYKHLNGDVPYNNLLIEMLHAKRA
COUP-TFII inh: NR2F2 transcriptional activity inhibitors, primary screen, cell-based, luciferase reporter, HEK293T, luminescence; 370,000 compounds, 0.7% hits; HEK293T NGFI-A luciferase reporter; inhibition, % at 8.6 µM; COUP transcription factor 2 (Homo sapiens), P24468;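 active means inhibition above a per-plate cutoff, mean inhibition of test wells between control levels plus 3 SD, cut at about 38% in these data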;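 further: cells cotransfected with COUP-TFII expression vector driving the NGFI-A reporter; 0% = median of COUP-TF2 test wells and 100% = reporter-only cells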
TLR9-MyD88 block: inhibitors of TLR9-MyD88 association in cells, primary screen, cell-based, CHO, BLA complementation, fluorescence. AID 504734, 2011. 340,000 compounds, 0.21% hits. inhibition, % at 4.98 µM. Toll-like receptor 9 (Homo sapiens) + Myeloid differentiation primary response protein …. CCF4 FRET ratio;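 active means inhibition above the mean over all tested compounds plus 3 SD, cut at about 21% in these data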;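 further: 0% = DMSO only wells and 100% = clavulanate BLA inhibitor control wells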
TROY signal inh: inhibitors of TROY-driven NF-kB signaling, primary screen, Q293 LMP1-TROYcd cells, NF-kB luciferase, uHTS; Q293 LMP1-TROYcd NF-kB luciferase reporter, 4 h; 360,000 compounds, 0.98% hits; inhibition, % at 10 µM; AID 1347056, 2019;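 active means compounds whose plate-normalised and pattern-corrected inhibition of the luciferase reporter signal at the single screening dose is 50% or more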
NCOA3 inh: SRC3 coactivator transcriptional activity inhibitors, primary screen, cell-based, luminescence; Nuclear receptor coactivator 3 (Homo sapiens), Q9Y6Q9; HEK293 GAL4-SRC3 luciferase reporter; inhibition, % at 3.6 µM; 360,000 compounds, 0.17% hits; AID 588352, 2011;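 active means inhibition above a per-campaign cutoff, the mean of all compounds plus 3 SD, cut at about 60% in these data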;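 further: 0% = DMSO-treated cells and 100% = gossypol-treated cells at 36 µM; higher means less SRC3-driven luciferase light from the GAL4 reporter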
SRC2 inh: inhibition of GAL4-SRC2 driven luciferase reporter, primary screen, SRC2 inhibitor project, cell-based, luminescence | Nuclear receptor coactivator 2 (Homo sapiens), Q15596 | HEK293 GAL4-SRC2 luciferase reporter | inhibition, % at 9 µM | 370,000 compounds, 0.17% hits;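 active means inhibition above the mean inhibition of all tested compounds plus 3 SD, set per campaign, cut at about 52% in these data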;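 further: 0% = DMSO treated cells and 100% = cells given Gossypol at 36 µM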
NOD2-RIPK2 inh: NOD2-RIPK2 binding disruptors in cells, primary screen, fluorescence, CHO cells, BLA complementation; Receptor-interacting serine/threonine-protein kinase 2 (Homo sapiens), O43353; CCF4 ratio; inhibition, % at 4.98 µM; 360,000 compounds, 0.38% hits; AID 624267, 2012; in the data active means inhibition above about 21%;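 further: 0% = vehicle only and 100% = reference blocker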
Target sequence (O43353 whole entry, looked up): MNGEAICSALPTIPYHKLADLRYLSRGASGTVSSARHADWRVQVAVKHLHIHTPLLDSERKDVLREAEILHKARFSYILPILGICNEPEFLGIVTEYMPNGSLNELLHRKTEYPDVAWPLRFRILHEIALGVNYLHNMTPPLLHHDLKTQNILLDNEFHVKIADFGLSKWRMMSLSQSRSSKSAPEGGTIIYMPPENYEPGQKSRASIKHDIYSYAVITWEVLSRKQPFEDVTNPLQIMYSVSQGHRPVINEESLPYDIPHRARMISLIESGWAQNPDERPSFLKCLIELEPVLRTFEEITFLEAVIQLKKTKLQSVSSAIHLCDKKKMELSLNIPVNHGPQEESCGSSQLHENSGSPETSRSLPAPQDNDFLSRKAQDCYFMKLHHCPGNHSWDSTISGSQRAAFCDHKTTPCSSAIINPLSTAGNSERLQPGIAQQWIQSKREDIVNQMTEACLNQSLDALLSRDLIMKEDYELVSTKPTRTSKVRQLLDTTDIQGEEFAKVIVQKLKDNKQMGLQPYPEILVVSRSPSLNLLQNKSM
NCOA1 inh: SRC1 coactivator transcriptional activity inhibitors, primary screen, cell-based, luminescence | Nuclear receptor coactivator 1 (Homo sapiens), Q15788 | HEK293 GAL4-SRC1 luciferase reporter | inhibition, % at 3.6 µM | 360,000 compounds, 0.12% hits | AID 588354, 2011;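 active means inhibition above the campaign mean plus 3 SD, with each screening campaign given its own cutoff, cut at about 60% in these data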;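 further: 0% = DMSO treated cells and 100% = gossypol at 36 µM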
The depositor's hits bear a star; . = not tested or not shown; & = joins results of further samples.

SMILES	C8 TRAIL sens	TWEAK Fn14 block	LMP1 NFkB inh	LRH-1 inv ag	COUP-TFII inh	TLR9-MyD88 block	TROY signal inh	NCOA3 inh	SRC2 inh	NOD2-RIPK2 inh	NCOA1 inh
Cc1nn(C)c(C)c1CCC(=O)N1CCCC(C(=O)c2cccc(OC(C)C)c2)C1 (configuration not stated)	28	11	13	-3	20	1	-6	-29	-9	-2	-21
S=c1nccc(-c2cc(Cl)sc2Cl)[nH]1	2	2	7	12	-14	2	12	1	8	-3	-1
Cc1cc(C)c(C)c(S(=O)(=O)N2CCN(c3ncnc4sc(C)c(C)c34)CC2)c1C	22	24	20	-6	.	-9	2	27	.	-2	1
Cn1cccc1/C=N/NC(=O)c1cc2ccccc2cc1O	4	-20	1	-18	-3	-4	5	-27	-31	-6	-44
COc1ccc(C(NC(=O)c2cccnc2)c2cc(Cl)c3cccnc3c2O)cc1OC (configuration not stated)	6	15	35	-17	-7	-2	17	28	5	11	14
CNS(=O)(=O)c1ccc(N2CCCC2)c([N+](=O)[O-])c1	6	-10	0	7	-16	-2	7	21	2	-7	9
O=C(O)C(=O)Nc1nc(-c2ccc3c(c2)OCCO3)cs1	6	-15	2	-5	-18	-8	-6	-16	-32	-2	-36
COc1ccc(OCCCC(=O)N(CCC2=CCCCC2)c2c(N)n(Cc3ccccc3)c(=O)[nH]c2=O)cc1	7	10	1	-35	2	-3	-19	3	-41	1	-6
O=C(CNC(=O)c1cccc(Cl)c1)Nc1ccc(F)c(F)c1F	-18	-7	6	-22	-19	-2	5	8	3	-21	-1
CCO[C@H]1OC(C(=O)NCc2ccccc2)=C[C@@H](C)[C@@H]1CCCO	18	11	4	-14	2	-4	3	-2	-19	-3	-20
CCOc1ccccc1NC(=O)c1csc(C)c1C	42	-34	-2	-13	6	-10	-14	14	-14	-10	-24
CCO[C@@H]1OC(C(=O)O)=C[C@H](C2CCCCC2)[C@H]1CCCO	10	1	-8	5	2	-3	-15	3	17	4	-18
Cn1nnnc1SCC(=O)Nc1nn(-c2ccccc2)nc1C(N)=O	-1	19	-1	8	14	3	-9	18	-12	-1	11
Cc1cccn2c(=O)c3cc(C(=O)N4c5ccccc5CC4C)n(C)c3nc12 (configuration not stated)	22	39	29	15	-13	-5	24	5	4	-1	-3
O=C1CC(Sc2ncccn2)C(=O)N1c1ccccc1C(F)(F)F (configuration not stated)	-22	-7	3	5	-8	-7	12	-15	5	-7	7
COc1cc2nc(CC(C)C)n(NC(=O)c3ccccc3Br)c(=O)c2cc1OC	10	15	2	8	5	9	24	0	-17	-4	-4
Cc1ccc(C)c(OCCC(=O)OCC(=O)NC2CCS(=O)(=O)C2)c1 (configuration not stated)	7	-4	-3	-20	-14	-4	-28	-13	-35	-7	-10
Cc1c(OCc2ccc(C(=O)O)cc2)ccc2c(-c3ccccc3)cc(=O)oc12	-10	-18	-2	12	12	3	29	9	21	3	-10
N#CCc1ccc(Oc2ncccn2)cc1	4	-4	2	-14	2	3	-4	-15	-4	-11	-26
O=C(CSCCO)Nc1cccc2ccccc12	5	22	-7	11	19	0	38	9	6	-11	-4

Of the compounds above, these contain two or more sulfur atoms:
SMILES	C8 TRAIL sens	TWEAK Fn14 block	LMP1 NFkB inh	LRH-1 inv ag	COUP-TFII inh	TLR9-MyD88 block	TROY signal inh	NCOA3 inh	SRC2 inh	NOD2-RIPK2 inh	NCOA1 inh
S=c1nccc(-c2cc(Cl)sc2Cl)[nH]1	2	2	7	12	-14	2	12	1	8	-3	-1
Cc1cc(C)c(C)c(S(=O)(=O)N2CCN(c3ncnc4sc(C)c(C)c34)CC2)c1C	22	24	20	-6	.	-9	2	27	.	-2	1

Going on with the list:
SMILES	C8 TRAIL sens	TWEAK Fn14 block	LMP1 NFkB inh	LRH-1 inv ag	COUP-TFII inh	TLR9-MyD88 block	TROY signal inh	NCOA3 inh	SRC2 inh	NOD2-RIPK2 inh	NCOA1 inh
COC(=O)CCCC1=CC2=C(c3ccccc3)C(=O)C(C)(OC(=O)C3CCCC3)C(=O)C2=CN1C1CCCCC1 (configuration not stated)	-4	9	4	15	-2	-11	8	22	-6	2	-33
CCN(C(=O)CSc1nc2ccccc2c(=O)n1CCOC)C1CCS(=O)(=O)C1 (configuration not stated)	0	6	-35	19	8	6	2	14	15	-2	-2
Cc1cc(NC(=O)CCC(=O)N(c2ccccc2)C(C(=O)NC2CCCC2)c2ccncc2)no1 (configuration not stated)	3	0	1	0	4	-12	0	7	11	-7	-10
O=C(N/N=C/c1c(Cl)cccc1Cl)c1ccc(-n2cnnn2)cc1	4	-5	2	-9	6	2	3	1	13	-11	-4
COc1ccc(OC)c(NC(=O)C2CCN(S(=O)(=O)c3c(C)noc3C)CC2)c1	6	-1	0	11	5	-9	-8	3	-9	-10	-6
C=C(C)COc1ccc(-c2ncncc2-c2ccc(Cl)cc2)c(O)c1	-4	-6	-4	12	0	-2	-4	6	6	-2	0
CC(C)C[C@H]1CN(CCCC[C@@H]2CNC(=O)C(=O)N2CCc2ccccc2)C(=O)C(=O)N1Cc1ccccc1	21	1	.	5	1	.	2	.	-12	4	.
COc1ccc(OCC(O)Cn2ccnc2C)cc1 (configuration not stated)	2	9	5	7	4	-17	14	-8	-12	-1	5
C=CCNC(=O)COc1ccc(N(C)S(=O)(=O)c2ccc(NC(C)=O)cc2)cc1	-5	20	6	-19	-2	-8	-14	-5	6	2	9
CCOc1ccc(C2CC(=O)NC(SC)=C2C#N)cc1 (configuration not stated)	-8	-11	-4	14	-9	5	-4	-7	-15	-6	1
CS(=O)(=O)N1CCN(c2ccc(NC(=S)NC(=O)c3ccc4c(c3)OCO4)cc2)CC1	9	-15	0	-8	8	0	-24	-6	-3	3	-12
CCn1ccnc1CN1CCC(n2nccc2NC(=O)CCc2ccccc2)CC1	1	10	2	6	1	-1	-26	10	4	-11	5
Cc1c(N2C(=O)CSC2c2ccco2)c(=O)n(-c2ccccc2)n1C (configuration not stated)	3	8	2	-9	8	1	12	18	-12	-5	-3
COc1cccc(CN(C(=O)/C=C/c2ccco2)C2CCS(=O)(=O)C2)c1 (configuration not stated)	-30	-9	-8	5	8	2	11	-14	-9	3	-37
O=C(Nc1ccon1)c1ccc(Br)o1	-9	17	1	-13	.	1	4	17	.	-2	-4
Cc1nccn1CC1CCc2c(c3ccccc3n2C)C1=O (configuration not stated)	-1&-11	-17&-11	0&-10	12&-3	6&9	1&-2	4&7	13&5	-5&-11	-6&2	-4&-12
CCC(C)(C)n1nnnc1C(c1ccc2ncccc2c1)N1CCN(c2ccc(O)cc2)CC1 (configuration not stated)	15	-10	-5	4	-1	-6	-4	14	12	2	-9
COCCNC(=O)c1cc2c(-c3ccccc3F)nn(C)c2s1	13	2	2	11	-4	-1	-3	-5	-14	1	4
COc1ccc(-n2c(NCCN(C)C)nc3sc4c(c3c2=O)CCCCC4)cc1	11	0	-11	3	-16	2	6	6	-23	-1	-1
C=CCOc1c(CCC)cc(CCC)cc1C(N)=O	-1	25	2	5	14	6	1	-7	6	-10	2
CCc1ccc(NC(=O)CSc2nc3n[nH]c(C)c3c(=N)n2-c2cccc(OC)c2)cc1	30	26	25	40	-15	-1	20	11	-1	6	-5
COc1ccc(Br)cc1/C=N/Nc1cccc(C(=O)O)c1	-1	-64	-21	-31	-8	-11	-42	-50	-5	-3	-47
COc1ccccc1NC(=O)N(C)C[C@H]1OCc2cn(nn2)CCCC(=O)N([C@@H](C)CO)C[C@@H]1C	-16	7	15	0	-5	3	-5	-5	-1	4	-38
O=C(CCNS(=O)(=O)c1cccc2nonc12)NC1CCCCCC1	-7	-9	17	-11	-5	1	4	10	-24	5	-28
CSc1ncnc2c1ncn2CCCN[C@H](C)c1cccc2ccccc12	-8	-3	-14	4	3	-6	7	8	10	9	-7
CCSc1nnc(NC(=O)CSc2nccn2-c2cccc(C)c2)s1	0	-2	-11	4	-3	-6	-2	-8	8	8	-7
NNC(=O)CN(CCc1ccccc1)S(=O)(=O)c1ccc(Cl)cc1	-10	13	3	21	-18	3	-5	3	16	6	-17
COc1ccc(NC(=O)CCC(=O)N(Cc2ccc(OC)c(OC)c2)c2nccs2)cc1	-6	-14	3	.	2	7	17	.	0	.	.
O=C(C1CCN(c2nnc(-n3cccc3)s2)CC1)N1CCN(Cc2ccc3c(c2)OCO3)CC1	5	4	5	32	35	5	24	20	6	-2	3
c1ccc(-c2c[nH]c3[n+]2CCCCC3)cc1	-3	-5	8	6	-4	-5	4	23	16	2	-9
Cc1cc(C)cc(NC(=O)Cn2ncn3c(cc4ccccc43)c2=O)c1	13	-19	-2	17	-1	-4	6	22	-5	5	5
CCn1c(-c2ccc(C(C)(C)C)cc2)n[nH]c1=S	9	-9	10	-34	-9	4	11	7	6	1	-3
COc1cccc(NC(=S)NC(=O)/C=C/c2ccco2)c1	23	13	-19	-39	-14	-7	23	-64	-41	1	-48
COc1ccc(NS(=O)(=O)c2cccc(C(=O)NN=Cc3ccc(OC)c(O)c3)c2)cc1	-9	-5	3	-6	-13	-2	-6	-21	12	2	-11
COC(=O)C1=C(C(=O)OC)[C@@H]2N(Cc3ccccc3)c3ccccc3[C@@]23C[C@@H](C(=O)OC)N=C3N1	-11	5	-2	-16	-1	-6	2	-2	-23	0	-14
COc1cc(CN2CCNC(=O)C2CC(=O)N(C)Cc2cccnc2)cc(OC)c1 (configuration not stated)	6	5	0	-4	13	-8	0	-2	12	-1	2
Cc1nn(C(=O)CCCC(=O)NCc2ccccc2)c2ccccc12	0	3	3	13	-17	-3	21	15	-25	4	-2
CC(C)C[C@H](NC(=O)C1CC(=O)N(c2ccc3c(c2)OCO3)C1)C(=O)NC1CCCC1 (some centres not stated)	1	-3	-5	-8	-30	-2	6	-6	-24	3	8
CCn1c(NCc2cccs2)nc2ccccc21	18	-6	-1	7	-15	7	-1	-9	-3	-13	-26
O=C(CCS(=O)(=O)c1ccc(F)cc1)Nc1nc(-c2ccccn2)cs1	12	12	11	-1	7	2	3	11	3	4	6
Cc1ccc(N2CC(C(=O)Nc3ccccc3C(=O)NC3CCCCC3)CC2=O)cc1C (configuration not stated)	2	-1	3	-16	1	-1	2	-6	-17	-24	7
CC1=C(C(=O)N(C(C)C)C(C)C)CC(CC(=O)NCCCCc2ccccc2)C(=O)N1Cc1ccc(C(C)(C)C)cc1 (configuration not stated)	-4	2	.	24	9	.	13	13	18	-12	8

Some of the compounds tested; count on the stated rates, not on these rows.
